GIRK2 act = GIRK2 channel activators by thallium flux; P48051; HEK293 GIRK2/NPY4 cells, thallium flux fluorescence; activation (% efficacy), % for hits at 37.5 µM; 34,000 tested, under 10 active; AID 1259324;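 active = primary screen hit, no activity in plain HEK293 cells, and in GIRK2-only cells above 5% efficacy rising with concentration; inactive = the rest, including fluorescent compounds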;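 note: efficacy is normalized control-subtracted fluorescence 15 s after thallium addition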
Target sequence (P48051 whole entry, looked up): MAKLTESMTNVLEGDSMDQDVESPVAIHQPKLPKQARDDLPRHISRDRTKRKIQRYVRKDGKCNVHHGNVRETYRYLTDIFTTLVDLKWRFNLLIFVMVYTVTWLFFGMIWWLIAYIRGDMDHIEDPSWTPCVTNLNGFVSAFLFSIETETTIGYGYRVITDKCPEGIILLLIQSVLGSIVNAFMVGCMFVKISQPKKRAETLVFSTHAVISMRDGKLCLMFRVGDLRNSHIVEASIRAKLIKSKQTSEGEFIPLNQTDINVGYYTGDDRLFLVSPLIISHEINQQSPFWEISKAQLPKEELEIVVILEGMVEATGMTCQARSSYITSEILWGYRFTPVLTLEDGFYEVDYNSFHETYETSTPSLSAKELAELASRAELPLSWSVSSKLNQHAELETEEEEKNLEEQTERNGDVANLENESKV
Calls only; i = inactive.

compound | GIRK2 act
O=C(c1cccs1)N1CCC2(CC1)NC(=O)N(CCOc1ccccc1)C2=O | i
O=C(NCCn1nc(-c2ccncc2)ccc1=O)c1ccc(F)c(F)c1 | i
CCCS(=O)(=O)c1nc2ccccc2n1CCN1CCOCC1 | i
COc1cccc(C(=O)Nc2cc(C3CC3)nn2-c2nc(C)cc(=O)[nH]2)c1OC | i
COc1ccc(CN2C(=O)N(Cc3ccc(C#N)cc3)c3ccccc3S2(=O)=O)cc1 | i
CC(O)(CNC(=O)c1ccccc1C(F)(F)F)c1ccc(-c2ccccc2)cc1 (configuration not stated) | i
CCOc1ccc(NC(=O)NCC2CCN(C(=O)NC(C)(C)C)CC2)cc1 | i
C=CCNC(=O)CSc1ccnc2c1c(=O)n(C)c(=O)n2C | i

New compounds follow.
compound | GIRK2 act
Cc1cc(=O)[nH]c(-n2nc(C)c(CCC(=O)NCCc3ccccc3)c2C)n1 | i
COc1cccc(CNC(=O)Cn2nc(-c3ccc(C)cc3C)ccc2=O)c1 | i
Cc1cc(C(=O)N2CCOCC2)nn1CC(=O)Nc1cccc(Cl)c1Cl | i
Cn1nnc2c(N3CCN(CC(=O)NC4CCCC4)CC3)ncnc21 | i
O=C(CSc1nc2ccccc2s1)N1CCC(Cn2cccn2)CC1 | i
COC(=O)Nc1nc(CC(=O)NCc2ccc(OC)cc2)cs1 | i
Cc1nc2cc(NC(=O)Cc3csc(-n4cccc4)n3)ccc2s1 | i
Cc1cc(NC(=O)CCCS(=O)(=O)c2ccccc2)n(C(C)C)n1 | i

Remaining list, next part
compound | GIRK2 act
COc1cccc(OCC(=O)NC(CC(C)C)C(=O)O)c1 (configuration not stated) | i
COc1ccc(NC(=O)CN2CCC(c3cccs3)CC2)cc1OC | i
COc1cc(NC(=O)Nc2ccc3c(c2)N(C(=O)C(C)C)CCC3)cc(OC)c1 | i
CCOC(=O)c1c(SCC(=O)N2CCc3ccccc32)nc(=O)[nH]c1C | i
O=C(CSc1ncc(-c2ccc(F)cc2)o1)Nc1ccc(F)cc1Cl | i
Cn1c(=NC(=O)CSCC(=O)NC2CCCCC2)sc2ccccc21 | i
CC(C)(C)NC(=O)N1CCC(CNC(=O)C(=O)NCc2ccccc2Cl)CC1 | i
O=C(c1csc(Nc2ccccc2)n1)N1CCN(c2ccccc2Cl)CC1 | i

More entries follow:
compound | GIRK2 act
COc1ccc(S(=O)(=O)NCC(O)c2ccsc2)c(C)c1 (configuration not stated) | i
Cc1cccc(OCC(O)Cn2c(C3CC(=O)N(c4ccccc4C)C3)nc3ccccc32)c1 (configuration not stated) | i
O=C(NCc1cccs1)NCC1CCN(S(=O)(=O)C2CC2)CC1 | i
CC(C)(C)C(=O)N1CCc2ccc(NC(=O)c3ccccc3C(F)(F)F)cc21 | i
Cn1cccc1C(CNC(=O)c1ccc2ccccc2c1)N1CCCC1 (configuration not stated) | i
O=S(=O)(c1cccs1)N1CCC(c2nc(-c3cccc(Cl)c3)no2)CC1 | i
COc1cn(CC(=O)Nc2ccc(C(C)=O)cc2)c(CSc2nnnn2C)cc1=O | i
Cc1nc(NCCNC(=O)Nc2ccc(F)c(Cl)c2)cc(N2CCCC2)n1 | i

Going on with the list.
compound | GIRK2 act
CC(NC(=O)Cc1csc(SCC(=O)c2ccc3c(c2)OCO3)n1)c1ccccc1 (configuration not stated) | i
CS(=O)(=O)N1CCC(CNC(=O)c2ccc(F)cc2Cl)CC1 | i
Cc1nn(C)cc1CN(C)C(=O)c1ccc(-c2ccccc2)cc1 | i
O=C(NCC1CCN(c2ccccn2)CC1)C(=O)Nc1ccon1 | i
O=c1cc(-c2ccc(F)cc2)ncn1CCN1CCCCC1 | i
O=C(CN1CCN(c2ccc3c(c2)OCCO3)C1=O)Nc1nc(-c2ccco2)cs1 | i
COc1cccc2cc(C(=O)Nc3nnc(-c4ccc(Br)s4)o3)oc12 | i
CCc1nnc2c(=O)n(-c3ccccc3)ccn12 | i

The listing continues:
compound | GIRK2 act
COc1cccc(-c2ccc(=O)n(CCCC(=O)Nc3ccc(Cl)cc3Cl)n2)c1 | i
COc1ccc(CC(=O)Nc2ccc(CC(=O)N3CCOCC3)cc2)cc1 | i
CN(C)CCCNc1oc(-c2ccc(S(=O)(=O)N3CCc4ccccc4C3)cc2)nc1C#N | i
COCCNc1oc2c(c1-c1cccc([N+](=O)[O-])c1)c(=O)oc1c(C)cccc12 | i
CSc1ccccc1CN1CCC(CNC(=O)/C=C/c2ccc3c(c2)OCO3)CC1 | i
CC(=O)Nc1ccc(S(=O)(=O)NCCn2nc(-c3ccccc3)n(C)c2=O)cc1 | i
CC(C)(C)NC(=O)N1CCC(c2nnc(-c3ccc(F)cc3)o2)CC1 | i
COc1cc(Cl)c(C)cc1NC(=O)C(C)(C)C | i

(further entries)
compound | GIRK2 act
Cn1cccc(C(=O)N2CCC(CNS(=O)(=O)Cc3cccc(F)c3)CC2)c1=O | i
O=C(Cc1cccs1)Nc1ccc(CC(=O)N2CCOCC2)cc1 | i
Cc1ccc(NC(=O)C(=O)NCCc2c[nH]c3ccccc23)cc1N1CCCC1=O | i
COc1cccc(C(c2c(O)cc(C)n(C)c2=O)c2c(O)cc(C)n(C)c2=O)c1OC | i
CS(=O)(=O)N1CCCCC1C(=O)Nc1nnc(-c2ccccc2)o1 (configuration not stated) | i
Cc1cc(C(=O)NCC2CCN(Cc3ccsc3)CC2)no1 | i
O=S(=O)(c1ccccc1)c1nnn2c1nc(NC1CC1)c1cc(Cl)ccc12 | i
O=C(NCCn1nc(-c2ccncc2)ccc1=O)c1ccc2c(c1)OCO2 | i

Next part
compound | GIRK2 act
COc1cc(NC(=O)CSC2=NC(C)(C)N=C2c2ccccc2)cc(OC)c1 | i
O=C(CCCn1nc(-c2ccccc2)ccc1=O)Nc1ccc(OC(F)(F)F)cc1 | i
CS(=O)(=O)N1CCN(Cc2nc(-c3ccccc3)cs2)CC1 | i
O=C(c1ccsc1)N1CCCSCC1CN1CCOCC1 (configuration not stated) | i
COc1cc(C(c2c(O)cc(C)n(C)c2=O)c2c(O)cc(C)n(C)c2=O)ccc1O | i
COCCn1c(=NC(=O)c2ccno2)sc2cc(F)cc(F)c21 | i
COc1ccc(CNC(=O)Cc2nnc(-c3cccc(Br)c3)o2)c(OC)c1 | i
Cc1cc(N2CCN(c3ccccn3)CC2)n2nc(C(F)(F)F)c(-c3ccccc3)c2n1 | i

Next compounds:
compound | GIRK2 act
CCOc1ccc2ccccc2c1C(=O)NCC(O)Cc1ccccc1 (configuration not stated) | i
COc1cn(CC(=O)Nc2ccc(C(N)=O)cc2)c(CSc2ccc(Cl)cc2)cc1=O | i
COc1cccc(CNC(=O)CSc2nccn3nc(-c4ccccc4)cc23)c1 | i
Cc1nn(-c2ccccc2)c2sc(C(=O)NC(=S)Nc3ccc(F)cc3)cc12 | i
COc1ccc(-c2ccc(=O)n(CCCC(=O)Nc3cc(OC)cc(OC)c3)n2)cc1 | i
COc1cccc(C(=O)Nc2cc(-c3ccco3)nn2-c2nc(C)c(C)c(=O)[nH]2)c1OC | i
O=C(N1CCN(c2ccccc2F)CC1)C1(c2ccc(F)cc2)CC1 | i
CN(C)C(CNC(=O)C(=O)Nc1ccc2c(c1)OCCO2)c1cccn1C (configuration not stated) | i

(further entries)
compound | GIRK2 act
CCC(C)(C(=O)NC1CCCC1)N(CC1CCCO1)C(=O)c1ccc(=O)[nH]c1 (configuration not stated) | i
CCCCNC(=O)/C(C#N)=C/N1CCN(c2ccccc2)CC1 | i
CC(=O)N1CCc2c(sc(NC(=O)c3cccc(S(=O)(=O)C(C)C)c3)c2C#N)C1 | i
Cc1ccc(S(=O)(=O)N2CCN(CCn3cccn3)CC2)s1 | i
COCCn1c(SCc2ccccc2)nc2cc(C(=O)NC3CCCC3)ccc2c1=O | i
O=C(NCC1CCN(c2ccccn2)CC1)Nc1ccccc1 | i
CCOc1ccc(C(=O)N2CCN=C2SC)cc1OCC | i
COc1ccc(Cl)cc1NC(=O)CSc1nnnn1-c1ccccc1F | i

Next section
compound | GIRK2 act
CC(C)Sc1ccc(CC(=O)NCC(C)(O)c2ccccc2)cc1 (configuration not stated) | i
O=C(NC1(c2nc(-c3ccsc3)no2)CCCCC1)c1ccc2ccccc2n1 | i
COCCNC(=O)Cn1nc2c(c1NC(=O)c1cccc(OC)c1OC)CSC2 | i
Cc1cc(C)cc(OCCNC(=O)c2ccc(F)cc2)c1 | i
O=C(Nc1ccc(SCCN2CCOCC2)nn1)c1cccs1 | i
CCCc1nnsc1C(=O)NCC1CCN(C(=O)COc2ccccc2)CC1 | i
Cn1nc(NC(=O)c2ccccc2C(F)(F)F)c2c1NC(=O)CC2c1ccccc1 (configuration not stated) | i
O=C(NCCC1=CCCCC1)C(=O)Nc1cccc(N2CCCCC2=O)c1 | i

Sorted by SMILES length (ascending): 3 of the compounds above
compound | GIRK2 act
Cn1cccc(C(=O)N2CCC(CNS(=O)(=O)Cc3cccc(F)c3)CC2)c1=O | i
COc1ccc(-c2ccc(=O)n(CCCC(=O)Nc3cc(OC)cc(OC)c3)n2)cc1 | i
CC(=O)N1CCc2c(sc(NC(=O)c3cccc(S(=O)(=O)C(C)C)c3)c2C#N)C1 | i

Next structures.
compound | GIRK2 act
Cc1ccc(S(=O)(=O)N(C)c2ccc(C(=O)Nc3nccs3)cc2)cc1 | i
COCCNC(=O)C(=O)Nc1ccc(Cl)c(N2CCCS2(=O)=O)c1 | i
Cc1cc(C)cc(OCCNC(=O)COc2ccc3c(c2)OCO3)c1 | i
O=C(Cn1c2c(c(=O)n(C3CCCCC3)c1=O)CCC2)Nc1cccc(F)c1 | i
O=C(Nc1nccs1)C1CCN(C(=O)C2c3ccccc3Oc3ccccc32)CC1 | i
O=C(NC1CCSC1=O)C1CN(C(=O)c2cnccn2)C1 (configuration not stated) | i
COC(=O)Cn1c(=O)c2c(nc3oc(-c4ccccc4)cn32)n(C)c1=O | i
O=C(c1ccc(Cn2ccnc2)cc1)N1CCC(c2nnc(-c3ccco3)s2)CC1 | i

The list continues:
compound | GIRK2 act
Cc1cc(C(=O)Nc2nnc(C3CCCCC3)o2)c(C)o1 | i
CS(=O)(=O)c1cccc(S(=O)(=O)N2CCC(C(=O)O)CC2)c1 | i
Cc1nc2c(ccc3nc(NC(=O)CCCS(=O)(=O)c4ccccc4)sc32)s1 | i
COc1ccc(-c2noc(C3CC(=O)N(c4cccc(Cl)c4)C3)n2)cc1 (configuration not stated) | i
O=C(CSc1nc(=O)n(CCO)c2c1CCCC2)Nc1cccc([N+](=O)[O-])c1 | i
O=C(CS(=O)(=O)Cc1ccccc1)Nc1cc(Cl)cc(Cl)c1 | i
CC(=O)c1ccc(NC(=O)CSc2nc(=O)n(N3CCN(C)CC3)c3c2CCC3)cc1 | i
Cn1c(-c2ccccn2)nn(CCNC(=O)c2ccccc2F)c1=O | i

Other structures follow.
compound | GIRK2 act
O=S(=O)(CCCOc1ccc2c(c1)OCO2)NCc1cccs1 | i
COCC(C)(O)CNC(=O)c1nc2ccccc2s1 (configuration not stated) | i
Cc1ccc(NC(=O)c2sccc2S(=O)(=O)N2CCN(c3ccccc3F)CC2)cc1F | i
Cc1ccccc1OCC(=O)N1CCC(Oc2nc3c(F)cc(F)cc3s2)CC1 | i
CCc1cc(=O)[nH]c2cc(NC(=O)Cc3ccccc3Cl)ccc12 | i
CCCC(=O)Nn1cnc2c(cnn2-c2ccc(C)cc2)c1=O | i
Cc1c(-c2ccccc2)c(=O)oc2c3c(ccc12)OCN(Cc1cccnc1)C3 | i
CCn1c(=O)c2c(nc3oc(C)c(C)n32)n(C)c1=O | i

Molecules above that have a cyano group, in the order listed:
compound | GIRK2 act
COc1ccc(CN2C(=O)N(Cc3ccc(C#N)cc3)c3ccccc3S2(=O)=O)cc1 | i
CN(C)CCCNc1oc(-c2ccc(S(=O)(=O)N3CCc4ccccc4C3)cc2)nc1C#N | i
CCCCNC(=O)/C(C#N)=C/N1CCN(c2ccccc2)CC1 | i
CC(=O)N1CCc2c(sc(NC(=O)c3cccc(S(=O)(=O)C(C)C)c3)c2C#N)C1 | i

The list goes on:
compound | GIRK2 act
Cc1cc2ncn(CC(C)C)c2cc1C | i
CC1(C)Cc2cccc(OCCCS(=O)(=O)NCC3CCCO3)c2O1 (configuration not stated) | i
O=S(=O)(NCCc1ccsc1)c1ccc(Br)s1 | i
O=C(NCc1cccs1)C(=O)NCC1CCN(Cc2ccccc2)CC1 | i
Cc1ccc(C)c(S(=O)(=O)NCCCn2nc(-c3ccco3)ccc2=O)c1 | i
CC(C)(C)C(=O)NCC(C)(O)c1ccc2c(c1)OCO2 (configuration not stated) | i
COc1ccc(NC(=O)NCC(c2ccccc2Cl)N(C)C)cc1OC (configuration not stated) | i
O=C(CSc1ccc(NC(=O)c2cccc(F)c2)nn1)Nc1ccccc1F | i

Later entries
compound | GIRK2 act
COc1cccc(C(=O)Nc2ccc(-c3nnc(C)o3)cc2)c1OC | i
CC(=O)c1ccc(S(=O)(=O)NCCn2nc(-c3cccnc3)ccc2=O)cc1 | i
COc1c(C)cc(S(=O)(=O)NCC(C)(O)CCSC)cc1C (configuration not stated) | i
Cc1ccc(-c2ccc(=O)n(CC(=O)Nc3cccc4ccccc34)n2)cc1 | i
Cc1cccc(-c2nc3c(c(SCC(=O)N(C)C)n2)CCCC3)c1 | i
O=C(c1nnn(-c2ccc(F)cc2)c1-c1ccncc1)N1CCN(c2cccc(Cl)c2)CC1 | i
COc1cc(C)ccc1OCC(=O)NCCOc1ccc2nnc(-c3ccccc3)n2n1 | i
COc1cc([N+](=O)[O-])ccc1NC(=O)c1ccc(=O)n(Cc2ccccc2Cl)c1 | i

Going on with the list.
compound | GIRK2 act
CC(C)c1ccccc1NC(=O)Cc1csc(NC(=O)c2ccc(=O)[nH]c2)n1 | i
O=S(=O)(NCCNc1cc(-n2cccn2)ncn1)c1ccc(OC(F)(F)F)cc1 | i
COc1ccc(S(=O)(=O)NCC(c2cccn2C)N2CCOCC2)cc1 (configuration not stated) | i
NC(=O)C1CCN(C(=O)c2csc(Nc3ccccc3)n2)CC1 | i

Compound activity as filed in PubChem.

An excerpt (hit frequency here may not be typical).
